HPDE-C7 cytotoxicity: HPDE-C7 pancreatic duct cell viability loss – fluorescence, HTS (AID 430); HPDE-C7 pancreatic duct cells viability, fluorescence; higher % means a stronger effect; cytotoxicity, % at 10 µM, or EC50 in µM where a hit was titrated; 63,000 compounds, 1.8% hits;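 note: cells exposed to compound for 48 hours before viability readout; 0% = vehicle and 100% = reference cytotoxic drug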
PMK inhibit: inhibitors of Streptococcus pneumoniae phosphomevalonate kinase. 65,000 compounds, 0.49% hits. inhibition, % at 10 µM. AID 539. purified PMK, PK/LDH-coupled NADH absorbance 340 nm;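 active = top-ranked compounds by inhibition in the single 10 µM screen, taking a fixed number of the strongest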;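 note: 0% = full reaction with DMSO carrier and 100% = background rate without enzyme reaction; no value below 0 was filed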
Spn MK inh: blocks S. pneumoniae mevalonate kinase. purified MK, PK/LDH-coupled NADH absorbance 340 nm. inhibition, % at 10 µM. 65,000 compounds, 0.48% hits. AID 555;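 active = ranked among the strongest by inhibition in the single 10 µM screen, a fixed top-ranked set picked for dose follow-up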; note: no value below 0 was filed
Alkaline phosphatase: human TNAP enzyme inhibitors, biochemical, luminescent (AID 518); purified TNAP enzyme, luminescent substrate readout; higher % means a stronger effect; inhibition, % at 20 µM, or IC50 in µM where a hit was titrated; 64,000 compounds, 0.09% hits; in the data active = a potency from the dose series; inactive = the rest, 99 in 100 with inhibition below about 22%;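 note: plate controls were vehicle for no effect and reference inhibitor for full effect; many of its hits are not listed in these tables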
HT1080 cytotoxicity: cytotoxicity in HT1080 fibrosarcoma cells, cell-based, fluorescence readout (AID 620). HT1080 viability, fluorescence; higher % means a stronger effect. cytotoxicity, % at 10 µM, or EC50 in µM where a hit was titrated. 87,000 compounds, 0.42% hits;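 note: cells exposed to compound overnight then 4 h with Alamar Blue; 0% = vehicle DMSO and 100% = killing control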
DPM-DC inhibit: inhibitors of Streptococcus pneumoniae diphosphomevalonate decarboxylase; calls only at 10 µM; AID 556; 65,000 compounds, 0.49% hits; purified DPM-DC, PK/LDH coupled NADH fluorescence;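 active = the 320 compounds with the highest percent inhibition in the single-dose primary screen, excluding strongly autofluorescent ones, cut at about 32% in these data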;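 note: kinetic rate of NADH fluorescence loss reporting ADP formed by the decarboxylase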
KRASV12 cytotoxicity: cytotoxicity in KRAS-transformed pancreatic duct cells, primary screen, cell-based, fluorescence, HTS (AID 431); HPDE-C7K KRASV12 cells, Alamar Blue viability, 48 h; higher % means a stronger effect; 63,000 compounds, 1.7% hits; cytotoxicity, % at 10 µM, or EC50 in µM where a hit was titrated;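 active = compounds whose percent cytotoxicity in the single-dose primary screen, scaled between solvent and toxic-drug controls, exceeds 50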;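 note: 0% = DMSO solvent wells and 100% = doxorubicin-treated wells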
LYP phosphatase: inhibition of human PTPN22 tyrosine phosphatase – biochemical, DiFMUP fluorescence, recombinant catalytic domain, 10 µM, primary screen (AID 606) | recombinant LYP catalytic domain, DiFMUP fluorescence; higher % means a stronger effect | 52,000 tested, under 10 active | one-dose inhibition, % at 10 µM; IC50 in µM for titrated hits;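 active = IC50 under 40 µM in the dose-response test; inactive = IC50 of 40 µM or more, or never dose-tested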
Bfl-1 inhibitors: displacement of Bid BH3 peptide from Bfl-1 – biochemical, fluorescence polarization, FITC-Bid, mouse, primary screen (AID 432) | FITC-Bid BH3 peptide fluorescence polarization displacement; higher % means a stronger effect | 64,000 compounds, 0.02% hits | one-dose displacement, % at 20 µM; IC50 in µM for titrated hits; in the data active = a potency from the dose series; inactive = the rest, 99 in 100 with displacement below about 15%; note: strong numbers were not always called active
PMK inhibit pilot replicates: further read-out of PMK inhibit, marked with its call; inhibition, %; measured here: pilot screen replicates
Spn MK inh pilot replicates: second read-out of Spn MK inh, no call of its own (marks repeat the call); inhibition, %; measured here: pilot screen replicates
DPM-DC inhibit pilot screen %: also measured in DPM-DC inhibit; calls as there; inhibition, %; measured here: pilot screen trials
* marks the source's active call; other numbers are inactive results; i = inactive; / = no result given. Cut-off read from the data, not from the text of the source, unless noted: active = cytotoxicity above about 50%; inactive = the rest. Compounds as they come; about 3.5% have a hit in one of these screens.

SMILES	HPDE-C7 cytotoxicity	PMK inhibit	Spn MK inh	Alkaline phosphatase	HT1080 cytotoxicity	DPM-DC inhibit	KRASV12 cytotoxicity	LYP phosphatase	Bfl-1 inhibitors	others
Cc1cc(NC(=O)CN2C(=O)CC(c3ccco3)Sc3ccccc32)no1 (stereo not given)	-5%	9	1	4%	1%	i	1%	-1%	0%
CCn1c(=N)n(CC(=O)OC)c2ccccc21	7%	6	7	14%	-1%	i	6%	/	-5%
CCOc1ccc(C2C(C(=O)c3ccco3)=C(O)C(=O)N2CCCn2ccnc2)cc1 (stereo not given)	-14%	10	10	15%	0%	i	-5%	8%	-2%
Cc1oc(-c2cccc(Cl)c2)nc1CN1CCC(C(=O)NCc2cccnc2)CC1	-9%	11	10	0%	9%	i	-6%	-13%	-6%
Cc1ccc(NCc2nnc(SCC(=O)Nc3ccccc3)n2CC2CCCO2)c(C)c1 (stereo not given)	13%	7	3	2%	4%	i	6%	1%	-2%
O=C(Nc1ccccc1O)c1ccccc1O	12%	13	3	4%	-4%	i	10%	/	-8%
COc1cc(C(=O)Nc2cccc3ncccc23)cc(OC)c1OC	3%	11	12	12%	6%	i	12%	11%	-3%
CN(C)CCNc1ncnc2c1cnn2-c1ccc(Cl)cc1	19%	3	1	9%	-9%	i	16%	8%	-2%
CCC(C)c1ccc(NC(=O)C2CCCN(c3ncccn3)C2)cc1 (stereo not given)	12%	0	1	7%	9%	i	33%	/	1%
Cc1sc2nc(-c3cccs3)nc(N3CCCN(C)CC3)c2c1C	6%	20	3	3%	16%	i	16%	23%	2%
CCn1c(=O)c2cc(S(=O)(=O)NC3CCCCC3)ccc2n(CC)c1=O	6%	0	2	8%	2%	i	10%	6%	4%
CCC(C)(C)n1nnnc1C(c1cc2ccc(OC)cc2[nH]c1=O)N1CCc2ccccc2C1 (stereo not given)	32%	11	0	16%	-14%	i	35%	5%	-12%
Cc1ccc(S(=O)(=O)n2nc(OC(=O)C(C)(C)C)cc2N)cc1	-12%	0	3	6%	-10%	i	-15%	/	-9%
CCCS(=O)(=O)N1CCC(C(=O)NCCc2ccc(C)cc2)CC1	-7%	7	0	3%	-7%	i	-15%	4%	-8%
O=C(Cn1cc2c(n1)CCCC2)NC1CCN(Cc2ccccc2)CC1	1%	0	7	7%	-4%	i	7%	-4%	12%
CCOc1ccccc1NC(=O)c1cnc2n(c1=O)CCS2	-11%	8	4	11%	-1%	i	-4%	/	-1%
COCCCNC(=O)c1c(-c2ccccc2)noc1C	-18%	16	8	4%	-13%	i	-11%	4%	3%
Cc1cccc(C)c1NC(=O)CC(NCc1ccco1)C(=O)O (stereo not given)	7%	5	7	20%	7%	i	20%	11%	2%	PMK inhibit pilot replicates=5.5;Spn MK inh pilot replicates=0.0;DPM-DC inhibit pilot screen %=0.0
O=C(C1CCN(S(=O)(=O)c2ccc(F)cc2)CC1)N1CC=C(c2ccccc2)CC1	/	13	3	4%	0%	i	/	11%	2%
CCCSc1nnc2nc(C)cc(C)n12	-14%	3	0	2%	-10%	i	-10%	8%	-9%
COc1ccccc1CNC(=O)C(C)NS(=O)(=O)c1ccccc1 (stereo not given)	-17%	9	4	18%	5%	i	-12%	4%	-2%	PMK inhibit pilot replicates=2.0;Spn MK inh pilot replicates=0.0;DPM-DC inhibit pilot screen %=0.0
Cn1c(SCc2cnc(-c3ccccc3)s2)nnc1C1COc2ccccc2O1 (stereo not given)	-1%	0	0	0%	-8%	i	-17%	-3%	-1%
COC(=O)c1ccc(OC(=O)c2nn(C)cc2Cl)c(OC)c1	-17%	20	7	15%	1%	i	7%	-1%	-3%
COCc1nc(-c2ccc(-c3ccc(C)cc3)nc2OC)no1	-3%	14	0	20%	15%	i	-6%	7%	-1%
CCn1c(SCc2cc(=O)[nH]c3ccccc23)nc2c1c(=O)n(C)c(=O)n2C	-19%	0	5	8%	14%	i	-4%	-7%	0%	PMK inhibit pilot replicates=2.5;Spn MK inh pilot replicates=1.0;DPM-DC inhibit pilot screen %=0.0
COc1cccc(C2c3c(oc4cc(C)c(C)cc4c3=O)C(=O)N2CCCN(C)C)c1 (stereo not given)	-13%	19	11	-5%	0%	i	-12%	1%	-2%
COc1ccc(NC(=O)c2oc3ccccc3c2NC(=O)C2CC2)cc1	-19%	7	0	4%	2%	i	-14%	2%	-12%
C[N+](C)(C)CCOP(=O)([O-])OC[C@H](O)CO	0%	2	7	4%	-2%	i	-6%	14%	-4%	PMK inhibit pilot replicates=1.5;Spn MK inh pilot replicates=2.0;DPM-DC inhibit pilot screen %=4.5
Cc1cccnc1NC(=O)Nc1ccc(F)cc1	-10%	0	0	6%	8%	i	-14%	1%	7%
CC(C)N1C[C@@]23C=C[C@@H](O2)C(C(=O)OCc2ccccc2)[C@H]3C1=O (stereo not given in full)	12%	23	12	4%	21%	i	-2%	-5%	3%
Cc1occc1C(=O)N1CCN(c2ncccn2)CC1	-13%	2	1	12%	4%	i	-10%	9%	-3%	PMK inhibit pilot replicates=5.0;Spn MK inh pilot replicates=4.0;DPM-DC inhibit pilot screen %=5.0
Cc1cccc(N(CC(=O)NCC2CCCO2)C(=O)CCC(=O)Nc2cc(C)on2)c1 (stereo not given)	-20%	0	2	-1%	-14%	i	-23%	1%	-15%
COc1ccc(S(=O)(=O)Nc2c(C)n(C)n(-c3ccccc3)c2=O)cc1	-14%	0	9	6%	4%	i	-13%	1%	-9%
O=C1c2oc3ccc(Cl)cc3c(=O)c2C(c2ccco2)N1CCN1CCOCC1 (stereo not given)	-3%	7	0	4%	0%	i	0%	-10%	4%
CSCCC(NC(N)=O)C(=O)N(C)CC(=O)Nc1ccc(C)cc1 (stereo not given)	3%	15	0	7%	5%	i	3%	/	0%
O=C(c1ccc(NC(=O)C2(c3ccccc3)CCOCC2)cc1)N1CCOCC1	-8%	3	4	4%	-2%	i	-12%	-31%	-6%
CCc1cccc(NC(=O)Cn2cc3c(n2)CCCC3)c1	-12%	9	8	24%	-5%	i	7%	4%	-7%	PMK inhibit pilot replicates=1.5;Spn MK inh pilot replicates=1.0;DPM-DC inhibit pilot screen %=0.5
O=C1CSC(=O)N1CCOCCN1C(=O)CSC1=O	11%	8	11	5%	15%	i	1%	-1%	-10%
O=C(Nc1ccc2c(c1)OCCO2)c1ccccc1F	4%	3	7	7%	0%	i	6%	9%	3%
CC1(C)C2CCC1(C)C(NC(=O)CCN1CCCCC1)C2 (stereo not given)	-10%	14	1	16%	-1%	i	-14%	7%	-8%
CC(=O)c1sc(-c2c(C)nc3sccn23)nc1C1CCCC1	5%	19	10	6%	6%	i	8%	8%	4%
COc1cccc(C2=CC(c3ccc(N(C)C)cc3)n3ncnc3N2)c1 (stereo not given)	-5%	8	13	-21%	2%	i	-1%	2%	-5%
Cc1ccc(CC2CC(=O)N(c3ccncc3)C2=O)cc1 (stereo not given)	-3%	10	5	9%	4%	i	-6%	-13%	1%
Cc1cccc(-n2ncc3c(NCc4ccc5c(c4)OCO5)ncnc32)c1	8%	12	8	25%	4%	i	5%	-1%	-13%
O=C(NCCCCO)C(F)(F)C(F)(F)C(F)(F)C(=O)NCCCCO	4%	6	13	7%	3%	i	15%	/	0%
COCCN(C(=O)CCC(=O)Nc1ccccn1)C(C(=O)NC1CCCC1)c1ccc(OC)cc1 (stereo not given)	-2%	24	5	21%	6%	i	10%	/	-6%	PMK inhibit pilot replicates=4.0;Spn MK inh pilot replicates=0.0;DPM-DC inhibit pilot screen %=0.0
CCOC(=O)C1CCN(c2nc3ccccc3nc2C(C#N)C(=O)OC(C)COC)CC1 (stereo not given)	20%	9	0	2%	6%	i	7%	5%	5%
CCN(CC)CCNC(=O)c1ccc(CS(=O)(=O)c2ccc(Br)cc2)o1	-22%	3	0	14%	-15%	i	-13%	7%	-6%	PMK inhibit pilot replicates=1.5;Spn MK inh pilot replicates=0.0;DPM-DC inhibit pilot screen %=8.0
Cc1csc(NC(=O)CSc2nnc(-c3ccoc3C)n2Cc2ccco2)n1	-13%	8	5	12%	-19%	i	-22%	15%	1%
Cc1cc(=O)[nH]c(-c2ccccc2O)n1	5%	6	0	10%	-5%	i	9%	/	-9%
CCCC(c1nnnn1Cc1ccco1)N1CCN(C2CCCC2)CC1 (stereo not given)	13%	12	14	11%	-7%	i	19%	9%	2%
CC[n+]1ccc(C)c2cc(S(=O)C(F)(F)F)ccc21 (stereo not given)	-5%	15	5	8%	22%	i	0%	11%	2%
CC1(C)CC(=O)C(C(=O)CCCCC(=O)C2C(=O)CC(C)(C)CC2=O)C(=O)C1	4%	8	2	11%	-4%	i	2%	4%	4%	PMK inhibit pilot replicates=2.0;Spn MK inh pilot replicates=0.0;DPM-DC inhibit pilot screen %=0.0
O=C(CSc1ncn(-c2ccccc2)n1)c1cccs1	-25%	7	5	17%	-3%	i	-37%	-8%	-3%
CC(C)OC(=O)C(CC(=O)O)NCc1ccccc1 (stereo not given)	1%	4	3	13%	/	i	-14%	9%	-5%	PMK inhibit pilot replicates=1.5;Spn MK inh pilot replicates=0.0;DPM-DC inhibit pilot screen %=0.0
CCN(CC)C(=O)c1cc2c(=O)n3cccc(C)c3nc2n1C	-3%	9	11	-3%	5%	/	3%	/	1%
Cc1nc2nc3c(cn2n1)C(=O)CC(c1ccccc1)C3 (stereo not given)	0%	8	8	12%	-2%	i	3%	/	-4%
CCOc1ccccc1N1C(=O)CC(N(O)c2ccccc2)C1=O (stereo not given)	6%	2	0	5%	4%	i	1%	-6%	9%
Cc1ccc(Cn2ccc(NC(=O)CCSc3nc(-c4ccco4)cc(C(F)(F)F)n3)n2)cc1	43%	3	7	2%	14%	i	35%	/	3%
Cc1ccc(CNC2=NCCCCC2)n1C	0%	23	3	0%	-4%	i	0%	9%	1%
O=C(Nc1ccccc1)N1CCC(c2nc(-c3ccc(S(=O)(=O)N4CCOCC4)cc3)no2)CC1	-19%	15	3	0%	-3%	i	8%	/	-9%

Compound activity: PubChem BioAssay, several laboratories
